Efflux pump mplx = inhibitors of Candida efflux pumps in yeast, primary screen, S. cerevisiae, Nile Red, multiplex. AID 485275, 2010. S. cerevisiae Candida pump triplex. 0.44% of 330,000 active. inhibition, % at 10 µM;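 active = plate passing quality check with inhibition over a set limit, or well fluorescence over plate mean plus 4 SD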;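 note: Nile Red retained in pooled yeast measured as flow cytometry median fluorescence; 0% = buffer negative control and 100% = Enniatin B positive control; higher means more Nile Red kept so more efflux inhibition; some compounds called inactive have numbers as strong as hits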
core dimer inh = inhibitors of HCV core protein dimerization, primary screen, biochemical, TR-FRET, high-throughput; TR-FRET GST/Flag-core106 dimerization, 1536-well; inhibition, % at 5 µM; 0.33% of 300,000 active;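 active = inhibition above the mean of all tested compounds plus 3 SD, set per screening campaign, cut at about 45% in these data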
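Assay system: Tagged HCV core106 pair (GST and Flag) | Buffer or medium: KF-containing HEPES buffer, pH 7.45, DTT, CHAPS, BSA | Also added: Eu donor and XL665 acceptor anti-tag antibodies | Dosing: One concentration, 5 µM, in 0.5% DMSO | Timing: 4 h at 22.5 °C | Technique: TR-FRET 671 and 617 nm emission | Repeats: Singlicate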
PP5 inh = PP5 phosphatase inhibitors, primary screen, biochemical, fluorescence; Serine/threonine-protein phosphatase 5 (Homo sapiens), P53041; purified PP5c, OMFP substrate fluorescence; inhibition, % at 6.7 µM; 0.18% of 320,000 active; AID 1987, 2009;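 active = inhibition above the campaign's mean inhibition across all tested compounds plus 3 SD, cut at about 9.5% in these data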;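 note: 0% = DMSO only and 100% = 100 µM cantharidin control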
TPT1 inhibitor = Candida albicans TPT1 enzyme inhibitors, primary screen, biochemical, fluorescence polarization. tRNA 2'-phosphotransferase TPT1 (Candida albicans SC5314). recombinant caTPT1, FP RNA substrate dephosphorylation. inhibition, % at 5 µM. 0.81% of 300,000 active. AID 1962, 2009;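 active = inhibition above the mean of all tested compounds plus 3 SD, set per screening campaign, cut at about 24% in these data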;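 note: plate controls were DMSO alone for no effect and ferristatin control at 100 nM for full effect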
CTSL1 counter = Fasciola hepatica cathepsin L1 inhibitors, primary screen, counter-screen for PFM18AAP inhibitor project, biochemical, QFRET, fluorogenic peptide substrate; inhibition, % at 5.96 µM; 0.49% of 300,000 active; recombinant F. hepatica cathepsin L1, Z-Leu-Arg-MCA fluorescence;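 active = inhibition above the mean of all tested compounds plus 3 SD, set per screening campaign, cut at about 17% in these data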;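 note: 0% = plate median of test compound wells and 100% = 1 µM Z-Phe-Ala-diazomethylketone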
procasp7 counter = procaspase-7 activators, primary screen, counter-screen for procaspase-3 activator project, biochemical, absorbance, HTS, human | recombinant procaspase-7, Ac-DEVD-pNA absorbance 405 nm; D23A/D198A/D206A triple mutant, cannot self-cleave; scale: DMSO 0, 5 µM enzyme 100 | 0.093% of 330,000 active | AID 463210, 2010 | activation, % at 8.5 µM | Caspase-7 (Homo sapiens), P55210;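 active = percent activation above the screen-wide mean plus 3 SD, cut at about 25% in these data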
Target sequence (P55210 whole entry D23A/D198A/D206A): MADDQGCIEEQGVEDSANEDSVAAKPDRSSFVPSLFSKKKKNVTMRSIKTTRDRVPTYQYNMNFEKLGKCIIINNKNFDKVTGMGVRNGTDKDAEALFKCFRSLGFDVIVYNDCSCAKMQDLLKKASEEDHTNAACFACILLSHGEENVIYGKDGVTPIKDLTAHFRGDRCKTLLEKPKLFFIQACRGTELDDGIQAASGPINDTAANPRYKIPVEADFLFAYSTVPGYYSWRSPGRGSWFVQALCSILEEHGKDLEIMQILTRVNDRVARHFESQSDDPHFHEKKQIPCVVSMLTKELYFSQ
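signal = Epi-absorbance of released pNA at 405 nm, two timepoints | assay system = Uncleavable procaspase-7 mutant enzyme | reagent = Ac-DEVD-pNA substrate, 400 µM as added | times = 1 h enzyme–compound preincubation and 2 h substrate reaction, both 25 °C | benchmarks = low DMSO alone, high DMSO plus 5 µM PC-7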
procasp3 activ = activators of human procaspase-3 D3A mutant, primary screen, biochemical, absorbance, PC-3 D3A mutant, single concentration; AID 463141, 2010; activation, % at 8.5 µM; 0.11% of 330,000 active; recombinant procaspase-3 D3A, Ac-DEVD-pNA absorbance 405 nm;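 active = activation above the mean of all tested compounds plus 3 SD, cut at about 21% in these data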;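 note: 0% = DMSO alone and 100% = DMSO wells spiked with extra 5 µM PC-3 D3A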
Target sequence (P42574 whole entry D9A/D28A/D175A): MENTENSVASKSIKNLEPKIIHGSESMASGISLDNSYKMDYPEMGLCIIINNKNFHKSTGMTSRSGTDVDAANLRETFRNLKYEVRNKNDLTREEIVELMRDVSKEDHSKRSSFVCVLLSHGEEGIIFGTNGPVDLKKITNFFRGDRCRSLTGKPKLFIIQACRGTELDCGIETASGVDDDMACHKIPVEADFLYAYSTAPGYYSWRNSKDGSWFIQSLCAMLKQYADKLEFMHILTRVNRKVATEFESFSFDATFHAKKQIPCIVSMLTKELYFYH
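Assay system – Procaspase-3 D3A mutant · Benchmarks – DMSO low control, extra-enzyme high control · Technique – 405 nm absorbance of p-nitroaniline, reads at 0 and 120 min · Doses – 8.5 µM nominal · Measure – % activation between DMSO and enzyme-spiked controls · Also added – Ac-DEVD-pNA chromogenic peptide substrate · Schedule – 1 h compound preincubation, 2 h substrate hydrolysis at 25 °C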
JMJD2C inh = inhibitors of GASC-1 histone demethylase, primary screen, biochemical, fluorescence, DELFIA europium; inhibition, % at 2.35 µM; 0.069% of 330,000 active; GST-JMJD2C(1-420) H3K9me3 demethylation; AID 2099, 2009;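 active = more than half of a compound's replicate wells show inhibition beyond 50%, single wells judged on their own value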;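 note: signal counts dimethyl H3K9 product captured on neutravidin plate; 0% = median of DMSO wells and 100% = 0.3 times that DMSO median; strong numbers were not always called active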
Target sequence (Q9H3R0 1-420 limits assumed): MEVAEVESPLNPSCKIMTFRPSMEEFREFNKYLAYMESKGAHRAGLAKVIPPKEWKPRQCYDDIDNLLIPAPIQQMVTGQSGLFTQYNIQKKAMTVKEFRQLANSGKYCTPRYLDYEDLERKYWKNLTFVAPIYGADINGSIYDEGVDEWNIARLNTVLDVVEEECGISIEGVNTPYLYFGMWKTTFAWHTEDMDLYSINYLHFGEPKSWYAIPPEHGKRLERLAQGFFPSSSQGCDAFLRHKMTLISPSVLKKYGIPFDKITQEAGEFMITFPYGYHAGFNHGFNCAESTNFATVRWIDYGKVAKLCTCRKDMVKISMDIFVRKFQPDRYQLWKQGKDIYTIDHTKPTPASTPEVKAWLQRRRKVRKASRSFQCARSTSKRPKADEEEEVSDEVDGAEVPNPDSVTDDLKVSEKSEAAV
PP1 inh = PP1-alpha phosphatase inhibitors, primary screen, counter-screen for PP5 inhibitor project, biochemical, fluorescence, OMFP substrate, single point | Serine/threonine-protein phosphatase PP1-alpha catalytic subunit (Homo sapiens), P62136 | purified PP1alpha | inhibition, % at 6.7 µM | 0.9% of 320,000 active;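 active = inhibition above the mean inhibition of all tested compounds plus 3 SD, computed separately for each screening campaign, cut at about 15% in these data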
Starred values were filed as active, the others as inactive; nt = no result given. The order is random. About 2.9% of those tested had a hit in this group.

SMILES | Efflux pump mplx | core dimer inh | PP5 inh | TPT1 inhibitor | CTSL1 counter | procasp7 counter | procasp3 activ | JMJD2C inh | PP1 inh
Cc1ccc(C)c(S(=O)(=O)N2CCC3(CC2)OCCN3S(=O)(=O)c2cccs2)c1 | 0.0 | 0 | -0.5 | 0 | 0 | 4 | 2 | 2 | -1
O=C(Cc1ccc(F)cc1)N1CCN(c2ccc(F)cc2)CC1 | 0.0 | 2 | 2.3 | -2 | 0 | -1 | 3 | -6 | 0
CC(OC(=O)CN1C(=O)c2ccccc2C1=O)C(=O)NCc1ccccc1 (stereo unspecified) | 0.2 | -3 | 2.7 | -2 | -3 | -4 | 5 | -14 | -2
O=C(NCC1CCCO1)c1ccc2c(=O)n(Cc3ccc(Cl)cc3)c(=S)[nH]c2c1 (stereo unspecified) | -0.1 | 4 | 0.9 | 4 | -6 | 7 | 3 | 2 | 8
Cc1ccnc(NC(=O)Cn2ccc([N+](=O)[O-])n2)c1 | 0.1 | 3 | -2.2 | 1 | 2 | 7 | -3 | -2 | -3
CCCCN1C(=O)Nc2ccccc2S1=O (stereo unspecified) | 0.5 | -17 | -0.1 | -4 | -4 | -1 | -5 | 22 | 2
COc1ccc(-c2cc(-c3ccccc3)nc3ncnn23)cc1 | -0.1 | 8 | -0.7 | -2 | 2 | 2 | 7 | -9 | 1
CC(CNS(=O)(=O)c1ccccc1)(c1ccccc1)N1CCOCC1 (stereo unspecified) | -0.5 | -5 | 2.8 | 2 | 0 | 1 | 9 | 3 | -3
O=C1Nc2cc(Cl)ccc2Nc2cscc21 | 0.0 | -6 | -1.4 | -3 | 3 | -11 | -7 | 3 | -1
O=C(NC1CC1)C1CCN(C2CCN(C(=O)c3ccc4cccc(F)c4n3)CC2)CC1 | 0.1 | -3 | -0.2 | 0 | 3 | -11 | -7 | -4 | -1
COC(=O)C1=C(C)N(CC2CCCO2)C(=O)C1 (stereo unspecified) | -0.1 | -2 | 3.5 | -6 | 1 | 6 | 8 | 19 | -4
Cc1ncc(CO)c(/C=N/N=C/c2ccccc2O)c1O | 0.0 | -17 | 1.6 | -2 | 10 | -2 | -7 | -8 | -1
CCOc1ccccc1/C=N/NC(=O)CNC(=O)c1cccs1 | 0.1 | -2 | 0.1 | -4 | 6 | 2 | 6 | -10 | -1
Cc1ccc(S(=O)(=O)NCCOc2cc(C)ccc2C)cc1 | 0.0 | 12 | 3.6 | -3 | 2 | 0 | -5 | 3 | 1
CCOc1ccccc1NC(=O)Nc1ccc(Br)cc1C | 0.0 | 0 | -0.6 | 4 | 4 | -1 | 5 | -7 | -4
CS(=O)(=O)N(Cc1ccccc1)c1ccc(C(=O)NCCSc2ccccn2)cc1 | -0.2 | 5 | 2.2 | -1 | -5 | 11 | -5 | 127 | -2
Cn1nc(C(=O)N2CCN(S(=O)(=O)/C=C/c3ccccc3)CC2)c2ccccc2c1=O | -0.2 | -2 | 1.8 | -1 | -4 | 2 | 0 | 3 | -2
Cc1ccc(NC(=O)CNC(=O)COc2ccccc2)nc1 | 0.0 | -2 | -0.1 | 3 | -1 | -3 | 2 | -3 | 0
COc1cc(Cl)cc(C(c2c(C(=O)O)[nH]c3ccccc23)c2c(C(=O)O)[nH]c3ccccc23)c1O | 0.0 | 24 | -1.0 | 0 | -1 | -10 | 8 | -17 | 2
COc1cc(Cl)cc(/C=C/c2ccc3ccccc3n2)c1OC(C)=O | 0.9 | 8 | 3.0 | 1 | -3 | 10 | -2 | -19 | 1
O=C(Nc1cccc(-c2ccc(N3CCOCC3)nn2)c1)c1ccc([N+](=O)[O-])cc1 | -0.1 | 1 | -0.4 | -1 | -1 | 11 | 2 | -1 | -3
CCOC(=O)C1(Cc2ccccc2)CCN(Cc2cnn(C(C)C)c2)CC1 | 0.1 | 0 | 0.6 | 3 | -2 | -1 | 16 | -4 | 0
Cc1csc(C)[n+]1CC(=O)c1ccccc1 | 0.1 | 0 | -0.5 | 0 | 1 | -16 | -4 | 10 | -1
CCCCN(C(=O)C1CC(=O)N(c2ccc3c(c2)OCCO3)C1)c1c(N)n(CCC)c(=O)[nH]c1=O (stereo unspecified) | 0.0 | nt | nt | nt | nt | 4 | 3 | 10 | nt
COc1cc(NS(=O)(=O)c2ccc(C)cc2C)cc(OC)c1OC | -0.1 | -2 | 0.0 | 0 | -2 | -2 | 3 | 10 | 1

Following part
SMILES | Efflux pump mplx | core dimer inh | PP5 inh | TPT1 inhibitor | CTSL1 counter | procasp7 counter | procasp3 activ | JMJD2C inh | PP1 inh
O=C(CCc1nc2ccccc2c(=O)[nH]1)NC1CCN(Cc2ccccc2)CC1 | -0.2 | -11 | -5.9 | -1 | 6 | -5 | 7 | 26 | -5
O=C(C1CCC(=O)N(C2CC2)C1)N1CCC(Oc2cccc(F)c2)CC1 (stereo unspecified) | -0.1 | 10 | 0.5 | -2 | -1 | 9 | -1 | 6 | -6
CCOC(=O)N1CCC(N2CCN(Cc3ccc(F)c(F)c3)C(CCO)C2)CC1 (stereo unspecified) | 0.1 | 1 | 1.4 | -1 | -8 | 5 | 10 | -1 | -6
O=C(Cn1cnc2ccccc2c1=O)NCCC(=O)Nc1ccc(F)cc1 | 0.0 | 4 | 1.4 | -2 | 1 | -12 | 7 | 7 | -3
CC(C)c1cc(C(=O)Nc2cc(Br)ccc2O)no1 | 0.2 | -3 | 5.2 | 1 | 2 | -3 | 2 | 17 | 0
COc1ccc(NC(=O)CSc2nncn2C)cc1OC | 0.2 | -7 | 2.8 | 1 | -1 | -2 | 2 | -1 | -6
COc1cccc(CN2C(=NC(=O)CCC3CCCC3)SC3CS(=O)(=O)CC32)c1 (stereo unspecified) | 0.0 | -5 | 3.1 | -3 | 2 | -3 | 13 | 1 | 1
CSCC(=O)NC1CCCc2c1cnn2-c1ccc(C)c(C)c1 (stereo unspecified) | 0.1 | -2 | 3.1 | 2 | -1 | 5 | 2 | 1 | 0
Cc1ccc(S(=O)(=O)N2CCN(Cc3nc4sc5c(c4c(=O)[nH]3)CCCC5)CC2)cc1 | 0.1 | 18 | 3.8 | 9 | -1 | 8 | 1 | -3 | 2
COCc1cc(=O)[nH]c(SCC(=O)N2CCOCC2)n1 | 0.0 | 11 | -2.3 | -6 | -2 | -13 | -1 | -10 | -3
CCOc1ccccc1NC(=O)CN(c1ccc(C)cc1)S(=O)(=O)c1c(C)n[nH]c1C | 0.3 | 6 | 3.5 | -5 | 4 | -6 | 5 | 5 | 1
Cc1ccccc1Oc1nc2c(c(=O)n(C)c(=O)n2C)n1C | -0.2 | -3 | -0.5 | -1 | -1 | 15 | 11 | 0 | 0
O=C(O)c1ccc2c(=O)n3c(nc2c1)/C(=C/c1ccc(OC(F)F)cc1OC(F)F)CC3 | 0.0 | 3 | -2.3 | 0 | 4 | -5 | -5 | -21 | -3
Cc1ccc(S(=O)(=O)N2CCCCC2)cc1NC(=O)CSc1ncccn1 | 0.0 | nt | -0.6 | nt | nt | -8 | -7 | 4 | 0
Cc1ccc(N2C(=O)C3C4C=CC(CNC(=S)N5CCN(c6ccccc6)CC5)(O4)C3C2=O)cc1 (stereo unspecified) | 0.1 | 2 | 3.0 | 0 | -1 | -40 | -21 | 1 | 0
CC(C)COc1cccc(C(=O)Nc2ccc(S(=O)(=O)N3CCOCC3)cc2)c1 | 0.1 | 12 | 8.2 | 3 | 3 | -1 | 4 | 1 | 1
COc1ccc(C(=O)C2CCCN(S(=O)(=O)N(C)C)C2)c(C)c1 (stereo unspecified) | -0.1 | -19 | -0.4 | -4 | -1 | 5 | 1 | 11 | 1
O=C(COC(=O)/C=C/c1cccc(Br)c1)NC1CCCC1 | 0.1 | nt | nt | nt | nt | 13 | 6 | -5 | nt
CCN(CC)CCNc1nc2c(c(=O)[nH]c(=O)n2C)n1CC(O)COc1ccc(Cl)cc1Cl (stereo unspecified) | -0.1 | -9 | -1.7 | 2 | -2 | 8 | 6 | 2 | 1
COC(=O)CCN(C(=O)C1C2CC3CC(C2)CC1C3)c1ccccn1 (stereo unspecified) | 0.0 | -1 | 1.4 | 0 | -2 | -3 | -2 | -1 | 3
COc1ccc(-c2[nH]ncc2CN2CCN(c3ccccn3)CC2)c(OC)c1 | 0.0 | -1 | -0.5 | -4 | -1 | 6 | 8 | -1 | 5
Cc1ccc(C2c3[nH]c4ccccc4c3C[C@H]3C(=O)N(c4ccccc4C(=O)N4CCC[C@@H]4C(=O)O)C(=O)N23)cc1 (stereo partly specified) | 0.1 | 7 | 1.6 | -6 | 2 | 3 | 12 | 5 | -1
O=C(Cc1c(O)c2ccccc2[nH]c1=O)NCc1ccccc1F | 0.0 | -2 | 1.1 | 0 | -3 | 0 | 0 | -16 | -2
COCCNc1oc(Cc2cccc3ccccc23)nc1C#N | 0.0 | 8 | 2.4 | 3 | -3 | 2 | 1 | -5 | -2
Cc1cccc(N2CCN(C(=O)c3cccc(N4CCCC4=O)c3)CC2)c1C | -0.2 | 9 | 0.8 | -2 | 0 | -3 | 1 | 1 | -1
Cc1ccc(S(=O)(=O)NCc2ccc(C(=O)NC3CC3)cc2)cc1 | -0.1 | -20 | 0.9 | -2 | 10 | 2 | 3 | -5 | -7
Cc1cccc(-c2nc(CSCC(=O)N3CCN(c4ccccn4)CC3)c(C)o2)c1 | -0.1 | -3 | 0.8 | -4 | -3 | 0 | 1 | -3 | 3
COc1ccc2c(=O)c3c(=O)n(Cc4ccco4)c(-c4ccc(C)cc4)nc3oc2c1 | 0.1 | 17 | -1.1 | 8 | 3 | 21 | -1 | -7 | 5

Full records, quoted from the list.
Entry for `O=C(Cn1cnc2ccccc2c1=O)NCCC(=O)Nc1ccc(F)cc1` → Efflux pump mplx: 0.0; core dimer inh: 4; PP5 inh: 1.4; TPT1 inhibitor: -2; CTSL1 counter: 1; procasp7 counter: -12; procasp3 activ: 7; JMJD2C inh: 7; PP1 inh: -3
Entry for `O=C(CCc1nc2ccccc2c(=O)[nH]1)NC1CCN(Cc2ccccc2)CC1` → Efflux pump mplx: -0.2; core dimer inh: -11; PP5 inh: -5.9; TPT1 inhibitor: -1; CTSL1 counter: 6; procasp7 counter: -5; procasp3 activ: 7; JMJD2C inh: 26; PP1 inh: -5

Screens: PubChem, several laboratories
